From PubChem
esBAF inh: inhibitors of esBAF chromatin remodeling in mouse ES cells; Bmi1-luciferase knock-in reporter, 24 h; 100% = twice the neutral-well signal; reporter increase, % at 12.5 µM; hit rate 2% among 350,000; in the data active = activation above about 40%; inconclusive = no clear call, values can overlap the other calls;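 note: 0% = median of the plate's neutral control wells and 100% = double that signal; a rise in the Bmi1 reporter signal indicates esBAF inhibition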
S100A4 inh HTS: S100A4-myosin IIA interaction inhibition | P26447 | AID 652163 | inhibition, % at 10.7 µM | hit rate 0.14% among 360,000 | S100A4/TAMRA-MyoIIA peptide fluorescence polarization;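 active = mean inhibition of at least 70% across replicates, with every replicate also reaching that level; inconclusive = mean inhibition reaches 70% but some replicates fall short; inactive = mean inhibition below 70%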
Target sequence (P26447 whole entry, looked up): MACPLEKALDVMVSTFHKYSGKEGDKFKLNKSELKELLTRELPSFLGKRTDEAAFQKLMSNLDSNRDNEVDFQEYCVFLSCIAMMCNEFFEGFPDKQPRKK
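Test system: S100A4 monomer protein; Medium: HEPES pH 7.2 with CaCl2, KCl, NaCl, DTT, Triton; Probe or stimulus: TAMRA-labelled myosin IIA heavy-chain peptide probe, 5 nM; Doses: one dose per compound; Times: polarization read 5 min after assay mix addition, stable 5–60 min; Benchmarks: neutral control DMSO, positive control TFP.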
ERp5 inh: inhibitors of human ERp5. ERp5 insulin aggregation, absorbance 650 nm, 90 min. inhibition, % at 9.99 µM. hit rate 0.05% among 350,000;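 active = mean replicate inhibition above about 25%, with every replicate also reaching it, limit read from the data, passing the limit was not always enough; inconclusive = only one of those two criteria met; inactive = neither criterion met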
Target sequence (Q15084 whole entry, looked up): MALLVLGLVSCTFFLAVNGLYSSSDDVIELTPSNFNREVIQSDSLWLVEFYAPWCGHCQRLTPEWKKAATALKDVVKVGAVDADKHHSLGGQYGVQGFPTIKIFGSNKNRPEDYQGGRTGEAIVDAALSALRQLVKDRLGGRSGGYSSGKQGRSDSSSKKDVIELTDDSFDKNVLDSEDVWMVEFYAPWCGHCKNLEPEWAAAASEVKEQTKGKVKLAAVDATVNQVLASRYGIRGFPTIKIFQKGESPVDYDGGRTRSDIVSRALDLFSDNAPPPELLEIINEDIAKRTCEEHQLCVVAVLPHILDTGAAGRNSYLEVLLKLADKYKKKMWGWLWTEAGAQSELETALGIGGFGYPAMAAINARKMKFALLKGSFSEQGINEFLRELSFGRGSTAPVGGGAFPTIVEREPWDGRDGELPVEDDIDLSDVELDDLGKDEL
ERAP1 HTS inh: inhibitors of human ERAP1 aminopeptidase; hit rate 0.15% among 340,000; inhibition, % at 10.7 µM; Q9NZ08; recombinant ERAP1, Leu-AMC fluorescence, 60 min;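 active = mean replicate inhibition of at least 30%, or all replicates individually reaching that 30% level; inactive = mean below 30% and not every replicate reaching it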;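 note: 0% = neutral control wells and 100% = L-leucinethiol positive control wells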
RAD54 branch: RAD54 (human) branch migration inhibition. Q92698. RAD54 Holliday junction branch migration, FAM/BHQ fluorescence. inhibition, % at 10.4 µM. hit rate 0.14% among 360,000;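 active = mean normalized replicate activity at least 40 and at least half of replicates scoring 40 or more; inconclusive = only one of the two criteria met; inactive = mean below 40 and under half of replicates reaching 40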;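 note: 0% = median of neutral control wells and 100% = median of positive control wells; inhibitors cause a drop in the FAM fluorescence signal; in these data hits start at about 50%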
E-selectin induc: induces E-selectin expression in human endothelial cells | hit rate 0.37% among 260,000 | P16581 | HUVEC E-selectin immunofluorescence imaging; normalized: neutral wells 0, TNF-alpha wells 100 | AID 686992 | activation, % at 7.58 µM;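 active = mean E-selectin-positive cell signal at least 10% of the positive control, reached in at least 60% of replicates, without over 20% cell loss; inconclusive = no rule given, readout overlaps actives, possibly toxicity-flagged; inactive = the rest, including those meeting only one limit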;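 note: in these data hits start at about 27%; measured in HUVEC primary endothelial cells; signal is the percent of cells scored E-selectin positive by PE staining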
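Read-out basis: % PE-positive cells; Test system: HUVEC primary endothelial cells; Technique: immunofluorescence imaging; Dosing: single-point compound dose.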
Xi reactivation: reactivates the inactive X chromosome in mouse fibroblasts; XiGFP mouse fibroblasts, % GFP-positive cells imaging, 3 d; cells co-treated with 5-aza-dC sensitizer; scaled so ellipticine positive control = 100%; activation, % at 7.58 µM; hit rate 0.055% among 360,000;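 active = mean normalized replicate activation at least 10% and every replicate at or above 10%; inconclusive = only one of the two criteria met; inactive = mean below 10% and not all replicates reach 10%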;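 note: 0% = median of on-plate neutral control wells and 100% = ellipticine 6 µM median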
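Material: XiGFP fibroblasts, SV40-immortalized. Buffer or medium: DMEM plus 5-aza-dC sensitizer. Compound: single concentration per compound, delivered by pin transfer. Times: 3 days compound exposure. Controls: ellipticine 6 µM.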
RAD52 inh: blocks human RAD52 DNA annealing; recombinant RAD52 DNA annealing, FRET fluorescence; hit rate 0.46% among 360,000; inhibition, % at 18.7 µM; AID 651710; P43351;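 active = every replicate showing at least 50% inhibition; inconclusive = mean inhibition at least 50% but not in every replicate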
Target sequence (P43351 whole entry, looked up): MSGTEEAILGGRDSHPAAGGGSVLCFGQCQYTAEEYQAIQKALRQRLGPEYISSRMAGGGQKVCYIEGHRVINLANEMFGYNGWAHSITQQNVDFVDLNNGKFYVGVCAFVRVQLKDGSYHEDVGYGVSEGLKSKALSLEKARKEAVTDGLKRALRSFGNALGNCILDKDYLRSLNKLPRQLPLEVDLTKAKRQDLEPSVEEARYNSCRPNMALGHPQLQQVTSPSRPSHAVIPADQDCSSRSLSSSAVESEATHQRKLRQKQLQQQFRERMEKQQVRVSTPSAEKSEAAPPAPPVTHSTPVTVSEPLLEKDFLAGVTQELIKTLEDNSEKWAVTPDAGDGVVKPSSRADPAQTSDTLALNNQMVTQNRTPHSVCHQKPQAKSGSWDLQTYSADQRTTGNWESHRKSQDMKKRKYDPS
* hit, by the source's call; ? = inconclusive; . = not tested or not shown; & = joins results of further samples. The order is random. About 2.5% of those tested had a hit in this group.

Every second line gives: esBAF inh, S100A4 inh HTS, ERp5 inh, ERAP1 HTS inh, RAD54 branch, E-selectin induc, Xi reactivation, RAD52 inh
> O=C(NCC[C@H]1CC[C@H](NS(=O)(=O)c2ccccc2)[C@@H](CO)O1)c1ccccc1F
    3, 4, 1, 3, 5, 0.0, 0.2, -3
> Fc1ccccc1/C=N/n1c(C2CCCCC2)n[nH]c1=S
    -6, -4, 1, -1, 4, 0.2, 0.1, -11
> CCCNC(=O)[C@@H]1N[C@@H]2c3ccc(C4=CCCC4)c(=O)n3C[C@@H]2[C@H]1CO
    -2, 1, -5, -3, 5, -0.1, -0.1, -32
> C[C@H](CO)N1C[C@H](C)[C@@H](CN(C)S(=O)(=O)c2cccs2)Oc2ccc(NC(=O)CCC(F)(F)F)cc2C1=O
    3&-1, -1&7, -1&-9, 0&1, 0&4, 0.0&-0.1, 0.1&0.0, -2&-8
> O=C(Nc1ccc2c(c1)OCCO2)C1c2ccccc2OCC(=O)N1C1CC1 (configuration not stated)
    ., -2, -2, ., ., -0.1, 0.1, -16
> NC(=O)c1ccccc1OCC(=O)N1CCCc2ccccc21
    34, 1, 0, -3, -7, ., 0.3, -14
> COc1ccc(Cl)cc1NC(=O)CCS(=O)(=O)c1ccc(C)cc1
    -2, 1, -2, -1, 7, 0.6, 0.1, -6
> CCCN1[C@@H]2c3ccc(-c4ccccc4)c(=O)n3C[C@@H]2[C@@H](CO)[C@@H]1C(=O)NCCCN1CCOCC1
    -4, -1, 1, -5, 3, 1.4, 0.0, -9
> CC(Oc1ccc(Cl)cc1C(N)=O)C(=O)N1CCc2ccccc21 (configuration not stated)
    3, -3, -4, 3, 7, 0.1, 0.0, -29
> CC(C)CC(c1nnnn1C1CCCCC1)N1CCN(C(=O)c2ccco2)CC1 (configuration not stated)
    -1, 66, 4, 6, -7, 0.1, 0.0, 2
> COCC#Cc1ccc2c(c1)O[C@@H](CN(C)C(=O)C1CCC1)[C@H](C)CN([C@H](C)CO)S2(=O)=O
    3, 8, -5, 3, -15, 1.0, -0.7, 5
> CCOc1ccc(C(C)=O)cc1CSc1nnnn1-c1ccc(O)cc1
    -6, 0, 0, -3, -4, -3.5, 0.2, -28
> CCOC(=O)[C@@H]1[C@H]2COc3cc(OC)ccc3[C@H]2N2C(=O)N(c3ccc(Cl)cc3)C(=O)[C@]12C
    8, 13, 2, 2, -3, ?, 0.0, 1
> Nn1c(SCC(=O)NCC2CCCO2)nnc1-c1ccco1 (configuration not stated)
    -2, -8, 1, 1, -9, -1.1, -0.6, -13
> NC(=O)c1cccnc1
    6, 15, 2, -2, -14, ?, 0.2, 7
> O=C(NCc1ccccn1)[C@H]1[C@H](CO)[C@H]2Cn3c(cccc3=O)[C@@H]1N2CC1CCCC1
    ., 2, 2, 2, ., -0.2, 0.0, 3
> COc1ccccc1CNC(=O)CCCc1cn(C)c2ccccc12
    5, -1, -3, -2, -34, 0.1, 0.3, -8
> CC(C)c1nnc(NC(=O)C2CCCN2C(=O)Nc2ccccc2)s1 (configuration not stated)
    -8, 2, 1, 0, -8, ., 0.3, -22
> CCOc1ccc(NC(=O)CN(C)C(=O)c2cccnc2Sc2ccccc2Cl)cc1OCC
    ., 31, -1, 2, ., -1.3, 0.3, 0
> CN(C(=O)c1cccc(NC(=O)Cc2cccc(NC(=O)C3CCN(C(=O)C4CCCCC4)CC3)c2)c1)C1CCC1
    4, 0, -1, -1, 7, -0.1, -0.1, 2
> CCOC(=O)C1CCN(Cc2cn(C)nc2-c2ccc(Oc3ccccc3)cc2)CC1
    ., 3, 5, -1, ., 0.8, 0.0, -8
> O=C(NCCN1CCCCC1)Nc1ccc(F)cc1
    -9, -46, 1, -5, -2, ., -0.1, -39
> C[C@@H]1CN([C@@H](C)CO)C(=O)Cc2cc(NC(=O)c3ccncc3)ccc2O[C@H]1CN(C)S(=O)(=O)c1ccc(F)cc1
    -2, 6, 0, 1, 4, 0.1, 0.0, 1
> O=C1NC(CCc2ccccc2)C(=O)N1CCOc1ccccc1 (configuration not stated)
    ., 2, 8, 7, ., 4.0, -0.5, -12
> COc1ccccc1C(=O)N1CCC(N2CCN(c3ccccc3)CC2)CC1
    ., 0, 0, ., ., ., -0.1, 4
> CC1(c2ccccc2Cl)NC(=O)N(CC(=O)NCCC2=CCCCC2)C1=O (configuration not stated)
    -2, -4, -10, -1, -12, 1.8, -0.1, -16
> COc1cccc(NS(=O)(=O)c2c(C)nc3sccn3c2=O)c1
    3, -3, -5, 2, -1, -0.7, -0.1, -4
> COc1ccc(-n2c(C)c(C(C)=O)c3cc(OC(C)=O)ccc32)cc1
    -3, -3, 1, 0, -4, ., 0.0, -13
> C[C@@H]1CCCCO[C@@H](CN(C)C(=O)c2ccccc2)[C@@H](C)CN([C@H](C)CO)C(=O)c2cc(NS(=O)(=O)c3ccccc3)ccc2O1
    -7, 3, 0, 2, -3, ., 0.1, 6
> CNc1ncnc2c1ncn2[C@H]1CN(Cc2cccc3ccccc23)C[C@@H](CO)O1
    6, 1, -10, -1, -12, -0.2, 0.0, -14
> O=C(N[C@@H](Cc1c[nH]c2ccccc12)C(=O)O)c1ccccc1Cl
    ., -2, ?, -3, ., ., -0.1, -9
> O=C1CSC(c2ccccc2)N1Nc1nc(N2CCOCC2)nc(N2CCOCC2)n1 (configuration not stated)
    -7, 4, 5, -8, ., 5.7, 0.0, -20
> CC(=NNc1nc2ccccc2s1)c1ncccn1
    ., -4, -9, 1, ., ., 7.2, -18
> COCC(=O)N1CCCCN2[C@@H](CO)[C@@H](c3ccc(-c4ccc(F)cc4)cc3)[C@@H]2C1
    ., 16, 4, -2, 10, 0.0, 0.1, 0
> COc1ccc(-n2c(N)cc(=O)nc2SCC(=O)NC2CCCCC2)cc1
    -1, 11, 7, -3, 1, 0.0, -0.1, -7
> O=C(CP(=O)(O)CC(=O)c1ccccc1)c1ccccc1
    ., -2, -4, 0, ., ., 0.0, -11
> CCN(C[C@H]1N[C@H](CO)[C@H]1c1ccccc1)C(=O)c1ccncc1
    -1, 3, -1, -10, 1, 0.0, 0.1, -11
> O=C(NC1CCCC1)C(c1ccncc1)N(C(=O)Cc1cccs1)c1ccc(F)cc1 (configuration not stated)
    -3, -4, -5, 1, -6, ., 0.0, -15
> O=C(OCC(=O)N1CCN(c2ccccc2)CC1)C1CCCN1S(=O)(=O)c1ccc(Cl)cc1 (configuration not stated)
    -3, -3, -9, 6, 12, -0.2, 0.2, 2
> C[C@@H]1CN([C@@H](C)CO)C(=O)c2cc(NC(=O)CCCCCC(=O)Nc3ccccc3N)ccc2O[C@H]1CN(C)S(C)(=O)=O
    ., -3, -1, 3, ., -14, 0.0, 0
> NNC(=O)c1ccc(-c2ccccc2F)cc1
    ., 2, ., 1, ., ., 0.0, -11
> O=C(C#Cc1ccccc1)Nc1cccc(F)c1
    -77, -2, -1, -1, -1, -0.2, -0.1, -2
> O=C(NC1CCCCC1)C(c1ccncc1)N(C(=O)Cc1cccs1)c1ccccc1 (configuration not stated)
    ., 1, 0, 1, ., ., 0.0, -3
> Cc1noc(C)c1NC(=O)Nc1cccc2c1O[C@@H](CN(C)C)[C@H](C)CN([C@@H](C)CO)C2=O
    -5, 0, 2, 1, -16, ., 0.1, 11
> Cc1ccc2nc(C3CCCCC3)c(Cc3cccc(Cl)c3)n2c1
    1, -6, -4, -2, 2, 0.0, ., -16
> Cc1nn(-c2ccccn2)c2c1C(=O)CC(C)(C)C2N=[N+]=[N-] (configuration not stated)
    -3, -3, 3, 2, 3, 0.1, 0.0, -18
> CCN(CC)S(=O)(=O)c1cc(NC(=O)CSc2n[nH]c(N)n2)ccc1C
    -3, -2, 0, 1, -1, ., 0.1, -15
> CCOc1cc2[nH]c(=S)n(C3CCN(Cc4ccccc4)CC3)c(=O)c2cc1OCC
    ., 4, 0, 10, ., 0.0, 0.1, -13
> CCC(CC)C(=O)N1CC(=O)Nc2ccc(F)cc2C1c1ccc(F)cc1 (configuration not stated)
    -6, -15, -5, -1, 3, 0.1, 0.3, -7
> C[C@H](CO)N1C[C@H](C)[C@H](CN(C)C)OCCCC[C@H](C)Oc2ccc(NC(=O)Nc3ccc4c(c3)OCO4)cc2C1=O
    -2, 4, -2, -4, 5, 0.1, 0.0, 19
> O=C1CCCN1CN(C(=O)c1ccccc1)c1ccccc1
    ., -21, 0, 2, ., ., 0.2, -7
> CC(C)(C)c1ccccc1NC(=O)CN1C(=O)NC2(CCCC2)C1=O
    -7, 2, -4, -3, 0, 0.0, 0.3, -8
> Cc1ccc(-n2c3c(cc(C(=O)NCC(=O)c4ccccc4)c2=O)C(=O)CCC3)cc1
    1, -4, -2, -2, 7, -0.2, -0.1, -6
> COCC(=O)N(C)C[C@H]1Oc2ncc(C#Cc3ccc(F)cc3)cc2C(=O)N([C@H](C)CO)C[C@H]1C
    2, 5, 2, -1, 0, -0.1, -0.5, -4
> Cc1noc(C)c1S(=O)(=O)N(C)C[C@@H]1Oc2ccc(NC(=O)Cn3cnnn3)cc2CC(=O)N([C@@H](C)CO)C[C@H]1C
    -6, 1, -1, -1, 6, -6.5, 0.2, 8
> N#CC(Sc1ccccn1)c1ccc(Cl)cc1 (configuration not stated)
    ., 2, -2, 8, ., ., 0.0, -4
> CC(C)NC(=O)N1CC2(C1)[C@H](c1ccccc1)[C@@H](CO)N2C(=O)c1ccccn1
    ., 5, -2, ., ., -0.1, 0.2, 8
> O=Cc1cccc2ccc3cccc(C(=O)O)c3c12
    ., 1, 1, 0, ., 0.3, 0.1, -14
> COc1ccc(-n2ncc3c2CC(C)(C)CC3NC(=O)CCn2cncn2)cc1 (configuration not stated)
    0, 11, -3, 2, -6, 0.3, -0.1, -18
> CO[C@H]1CC[C@H]2CCOc3ccc(C#N)cc3C(=O)N(C)C[C@H](OC)[C@@H](C)C(=O)N(C)C[C@@H]1O2
    0, 19, -8, -4, -2, -0.2, 0.8, -8

The results go on.
Every second line gives: esBAF inh, S100A4 inh HTS, ERp5 inh, ERAP1 HTS inh, RAD54 branch, E-selectin induc, Xi reactivation, RAD52 inh
> Cc1ccc(C(=O)N2CCCCC2)cc1NC1=C(Cl)C(=O)N(Cc2ccccc2)C1=O
    3, -7, -12, -3, -2, ., 0.1, 2
> Cc1cc(NC(=O)COC(=O)CNS(=O)(=O)c2ccc(C)c(C)c2)no1
    ., -2, 1, 0, ., ., 0.0, -4
> c1cc(SC2CCCCC2)cc(-c2nc3cnccn3c2NC2CCCCC2)c1
    -3, -9, -2, -2, -9, ., 0.0, -450
> COc1ccc(CN2C(=O)C(CC(=O)NCC3CCCCC3)CC(C(=O)N3CCOCC3)=C2C)cc1 (configuration not stated)
    1, -1, 3, -6, ., 0.0, 0.1, -1
> Cc1cc(C)c(S(=O)(=O)c2cccc(C(F)(F)F)c2)c(=O)[nH]1
    -1, -6, 1, -1, -3, 0.8, 0.5, -16
> OCCN1CCN(CC(O)COCCOc2ccc(Br)cc2)CC1 (configuration not stated)
    ., -7, 6, 1, ., -0.1, -0.1, -10
> C/C(=N\NC(N)=O)c1c(F)cccc1F
    -6, -2, 0, ., 4, -0.3, 0.0, 7
